High-throughput results from PubChem.
RSV antiviral HEp-2 – RSV antiviral activity via CPE protection, HEp-2 cells, primary 10 µM value included (AID 2391); HEp-2 cells, RSV-induced CPE inhibition; higher % means a stronger effect; CPE inhibition, % at 10 µM; hits with a dose series show IC50 in µM; 0.13% of 310,000 active; in the data active means a potency from the dose series; inconclusive means CPE inhibition mostly from about 23% at the one dose, without a potency; inactive means the rest, 99 in 100 with CPE inhibition below about 21%; further: strong numbers were not always called active
GPR35 antagonists – inhibition of zaprinast-stimulated GPR35 beta-arrestin translocation – imaging, U2OS, beta-arrestin-GFP, zaprinast agonist, primary screen (AID 2058) | U2OS GPR35 beta-arrestin-GFP translocation imaging, zaprinast antagonism; higher % means a stronger effect | inhibition, % at 10 µM; hits with a dose series show IC50 in µM | 0.052% of 290,000 active;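 active means inhibition of at least 50% with at least 30 cells and total cytoplasm GFP at most 10,000,000; inconclusive means under 30 cells or total GFP of 10,000,000 plus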
AID2073 – inhibitors of Mint1-CaV2.2 protein interaction, biochemical, HTRF (AID 2073) | HTRF protein-protein interaction, Mint1-CaV2.2; higher % means a stronger effect | one-dose inhibition, % at 20 µM; IC50 in µM for titrated hits | 0.19% of 290,000 active; in the data active means inhibition mostly above about 51%, no sharp cut-off; inconclusive means no clear call, values can overlap the other calls; inactive means mostly below about 53%; further: some results filed as inactive read as strong as hits
WT yeast gro inh – growth inhibition of WT yeast, mitochondrial fusion screen. AID 1362. mitochondrial fusion phenotypic screen, WT strain. inhibition, % at 10 µM. 2.1% of 190,000 active; in the data active means inhibition above about 58%; tested in S. cerevisiae
Dengue-2 NS5 capping – Dengue-2 NS5 methyltransferase inhibitors, primary screen, biochemical, confirmation dose response (AID 588689). 0.3% of 340,000 active. Dengue-2 NS5 methyltransferase capping enzyme assay, biochemical; higher % means a stronger effect. inhibition, % at 25 µM; hits with a dose series show IC50 in µM; in the data active means a potency from the dose series; inconclusive means inhibition above about 29% without an active follow-up result
NTR1 agonist – agonists of NTR1, primary screen, imaging, U2OS cells, beta-arrestin-GFP, high content (AID 493036); P30989; NTR1-U2OS beta-arrestin-GFP spot imaging, agonist mode; activation, % at 20 µM; 0.17% of 330,000 active;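 active means activation at or above 40% of the spot to cytoplasm intensity ratio, with at least 20 cells analyzed; inconclusive means wells under 20 cells, flagged as cytotoxic or low count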;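 further: 0% = DMSO without peptide and 100% = 100 nM NTR1 peptide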
Target sequence (P30989 whole entry, looked up): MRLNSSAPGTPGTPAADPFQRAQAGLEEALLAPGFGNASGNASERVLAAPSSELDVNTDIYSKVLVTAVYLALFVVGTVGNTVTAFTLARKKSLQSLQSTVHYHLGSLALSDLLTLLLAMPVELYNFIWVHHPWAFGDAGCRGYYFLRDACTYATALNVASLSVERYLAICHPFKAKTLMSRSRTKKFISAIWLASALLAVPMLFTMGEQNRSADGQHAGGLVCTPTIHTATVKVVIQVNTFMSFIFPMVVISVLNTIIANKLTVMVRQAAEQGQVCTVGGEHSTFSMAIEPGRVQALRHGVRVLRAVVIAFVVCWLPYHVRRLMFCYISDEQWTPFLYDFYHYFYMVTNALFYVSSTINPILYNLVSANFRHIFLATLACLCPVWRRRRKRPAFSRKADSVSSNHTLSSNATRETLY
K1F lysis inhibition – inhibition of K1F phage lysis, E. coli UTI89, bacterial capsule biogenesis inhibitors, alamar blue (AID 488966); E. coli UTI89 K1F phage lysis, alamar blue, 2 h; higher % means a stronger effect; inhibition, % at 100 µM; hits with a dose series show IC50 in µM; 0.02% of 340,000 active;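 active means phage lysis inhibition, versus mean bacterial control, above a set limit; inconclusive means no clear call, values can overlap the other calls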;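 further: capsule biogenesis inhibitors block K1F phage lysis so surviving cells raise fluorescence; higher fluorescence means more inhibition of phage lysis; actives were called in the ten point dose series up to 300 µM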
LYP phosphatase – inhibitors of LYP phosphatase, biochemical, fluorescence intensity, uHTS (AID 1779) | recombinant LYP phosphatase, fluorescence intensity; higher % means a stronger effect | one-dose inhibition, % at 11.5 µM; IC50 in µM for titrated hits | 0.054% of 290,000 active; in the data active means inhibition above about 50%;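 further: plate controls were vehicle with enzyme for no effect and no enzyme for full effect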
Autophagy mod – alters autophagy in cells; MEF GFP-LC3 puncta imaging; test concentration mostly 10 µM; calls only at 10 µM (by protocol); 0.98% of 190,000 active; AID 463193;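 active means percentage of spot-positive cells more than 3 SD above its plate mean, without a fluorescence outlier flag or 80% toxicity; inconclusive means no clear call, values can overlap the other calls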;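 further: spot-positive cell cutoff set from DMSO-treated cells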
WT yeast gro inh mutant strain – second read-out of WT yeast gro inh, no call of its own (marks repeat the call); inhibition, %; mitochondrial fusion phenotypic screen, mutant strain inhibition
Autophagy mod cell loss 18 h – second read-out of Autophagy mod, no call of its own (marks repeat the call); toxicity, %; measured here: cell loss, nuclei count;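 cell loss after 18 h compound exposure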
NTR1 agonist cell count 20 µM – recorded beside NTR1 agonist, whose call it bears; cell count; measured here: cell count, cytotoxicity flag
Dengue-2 NS5 capping pilot replicate – recorded beside Dengue-2 NS5 capping, whose call it bears; inhibition, %; measured here: pilot screen replicate inhibition
Starred values were filed as active, the others as inactive; i = inactive; ? = inconclusive; . = no result given; [ ] = another dose, or the depositor's remark.

SMILES	RSV antiviral HEp-2	GPR35 antagonists	AID2073	WT yeast gro inh	WT yeast gro inh mutant strain	Dengue-2 NS5 capping	NTR1 agonist	NTR1 agonist cell count 20 µM	K1F lysis inhibition	LYP phosphatase	Autophagy mod	Autophagy mod cell loss 18 h	others
CN(C)/C=N/C1=C(C#N)C(c2cccs2)c2ccc3ccccc3c2O1 (centres undefined)	.	8%	-2%	19	0	-4%	.	.	0.4%	-3%	i	-5
CCOC(=O)C1CCCN(S(=O)(=O)c2cc3c4c(c2)CCC(=O)N4CCC3)C1 (centres undefined)	3.6%	.	.	.	.	7%	1.2	56	0.5%[50 µM]	.	.	.
O=C(COC(=O)CNC(=O)c1cccs1)Nc1ccccc1C(F)(F)F	3.3%	1%	-6%	-9	6	4%	-0.5	29	-0.1%	-4%	i	14
O=Cc1c(Nc2ccccc2Cl)nc2ccccn2c1=O	1.4%	-11%	28%	.	.	-12%	-0.3	50	-0.2%	-3%	.	.
Nc1nc(SCC(=O)NCCCN2CCOCC2)nc2sc3c(c12)CCC3	0.8%	24%	-46%	6	-5	-1%	1.0	36	3.2%	-9%	.	.
CC(=O)Nc1ccc2c(c1)CCCN2C(=O)c1ccccc1	2.6%	-13%	-3%	6	4	7%	1.1	68	-0.3%	-10%	i	0
COc1ccc(-n2c(=O)c3ccccc3n(Cc3ccccc3F)c2=O)cc1OC	0.1%	1%	-1%	1	0	-6%	-0.5	60	0.3%	-4%	i	5
O=C(Nc1ccccc1F)c1ccc2c(c1)OCO2	-0.1%	-1%	8%	.	.	-7%	1.3	79	-0.7%	0%	.	.
COc1cc2c(cc1OC)CN(CC(=O)Nc1ccccc1C(=O)NC1CC1)CC2	0.9%	.	.	.	.	0%	0.2	62	-0.4%[50 µM]	.	.	.
CCOCCCn1c(=S)[nH]c2cc(C(=O)NC3CCCCC3C)ccc2c1=O (centres undefined)	-0.8%	3%	-9%	.	.	2%	-1.4	54	-1.8%	-11%	.	.
Cc1csc(SCC(=O)N2CCN(S(=O)(=O)c3ccccc3)CC2)n1	1.2%	5%	1%	-5	1	-4%	-0.5	89	-0.4%	4%	i	-8
CCOC(=O)C1=C(c2ccccc2)NC(SCC(=O)Nc2ccccc2C)=C(C#N)C1c1ccco1 (centres undefined)	?	9%	14%	11	10	-5%	4.5	84	0.2%	3%	i	-9
O=C(NCc1ccco1)c1cccc2ccccc12	2.6%	1%	-7%	-15	-21	5%	-1.5	29	0.5%	-11%	i	-17
COc1ccc(NC2=Nc3ccccc3CC2)cc1	0.1%	22%	-1%	17	14	5%	3.0	39	0.2%[50 µM]	-4%	i	-9
COc1ccc(C(=O)Oc2ccc(-c3nnco3)cc2)cc1S(=O)(=O)N1CCOCC1	-1.8%	.	.	.	.	7%	-0.3	59	0.1%[50 µM]	.	.	.
C/C(=N\NC(=O)C(O)c1ccccc1)c1ccc(Br)s1 (centres undefined)	0.7%	-3%	8%	.	.	1%	0.6	43	0.2%	-3%	.	.
C/C(=N\Nc1cccc2cccnc12)c1ccccn1	2.9%	-2%	-5%	32	45	-3%	2.5	68	0.4%	-3%	i	19
NC(=O)c1c(NC(=O)COC(=O)CSc2nnc(-c3ccc(Cl)cc3)o2)sc2c1CCC2	-1.3%	-8%	12%	2	4	3%	0.2	74	0.0%	3%	i	-6
CC(=O)c1cnc(-c2cccc(Cl)c2)s1	3.8%	-6%	-2%	-12	-6	-9%	1.9	24	-0.4%	-8%	i	-7
CC(C)C[C@@H]1NC(=O)[C@H](Cc2ccc(O)cc2)NC(=O)c2cc([N+](=O)[O-])cc(I)c2NCCC[C@@H](C(N)=O)NC1=O	2.0%	-14%	6%	-14	-12	4%	-1.1	92	5.8%	0%	i	0
Cc1cc(=O)oc2c(C)c(OCC(=O)NCCCn3ccnc3)ccc12	-1.3%	-2%	13%	.	.	-6%	-0.7	65	-0.4%	-7%	.	.
O=C(CN1CCOCC1)NNC(=S)Nc1ccc(Cl)cc1	0.6%	-12%	9%	20	6	-4%	2.5	54	-1.3%[50 µM]	-7%	i	-14
CCCCn1c(SCc2ccccn2)nc2c1c(=O)n(C)c(=O)n2C	2.6%	-15%	-3%	-15	1	-1%	6.5	49	0.1%	-4%	i	-2
CCN(CC)c1ccc(/C=N/NC(=O)C2CC2)cc1	1.4%	-1%	-1%	.	.	-7%	0.3	60	1.8%[50 µM]	-10%	.	.
N#Cc1ccccc1Cn1cc(C#N)c2ccccc21	8.8%	6%	4%	-2	-12	4%	0.2	45	-0.3%	-5%	i	6
COc1cc(CCC(=O)Oc2ccc(C(C)=O)cc2)cc(OC)c1OC	3.2%	0%	-3%	2	1	-2%	-0.2	85	-0.3%	-6%	i	9
CC(c1ccccc1)C1CC(=O)N(C2CCCCC2)C1=O (centres undefined)	-1.4%	-10%	0%	-5	2	-4%	-2.2	87	0.5%	-4%	i	-9
FC(F)(F)c1cccc(OCc2noc(-c3ccsc3)n2)c1	1.8%	-4%	2%	.	.	2%	1.2	63	0.8%	-3%	.	.
O=C(O)C1(S(=O)(=O)CCC(F)=C(F)F)CC1	3.3%	8%	2%	-7	11	1%	-0.2	37	0.8%	-8%	i	5
CCN(CC)C1CCN(C(=O)c2cc(COc3ccc(F)cc3Cl)on2)C1 (centres undefined)	-3.4%	-3%	8%	2	5	-14%	-0.6	56	0.8%	-4%	i	-26
CCN(C(=O)CSc1nc(C)nc2sc(C)c(C)c12)c1ccc(F)cc1	1.0%	.	.	.	.	-2%	0.0	62	0.5%[50 µM]	.	.	.
COc1cc(/C=N/n2cnnc2)ccc1OCCOc1ccccc1	-0.5%	-7%	2%	6	0	-3%	-1.2	79	0.5%	-9%	i	24
O=C(O)CCN1C(=O)C2C3C=CC(C2C1=O)C1C(=O)N(CCC(=O)O)C(=O)C31 (centres undefined)	1.4%	-9%	10%	.	.	4%	2.1	98	-0.2%[50 µM]	-11%	.	.
Cc1sc2ncnc(N3CCC(C(=O)NNC(=O)c4ccc(F)cc4)CC3)c2c1C	2.5%	.	.	.	.	6%	1.8	56	0.1%[50 µM]	.	.	.
Cc1c(CNCc2cccs2)c(C(=O)O)c(C)n1Cc1ccccc1	-1.6%	-13%	4%	-11	-16	5%	-0.5	33	0.4%	-5%	i	-6
COc1ccc(C2C3(C#N)C(N)=NC(OC)(OC)C23C#N)cc1 (centres undefined)	0.9%	1%	-15%	0	-5	-10%	0.7	42	0.6%	2%	i	-3
O=C(COc1ccc2ccc(=O)oc2c1)Nc1c(Cl)cccc1C(F)(F)F	0.8%	1%	4%	.	.	-8%	1.5	67	1.7%[50 µM]	-5%	.	.
Cc1c(C(=O)NCc2cccnc2)oc2ccc(S(=O)(=O)N3CCCCC3)cc12	3.5%	-13%	-8%	-18	-5	-2%	3.1	84	-1.2%	-4%	i	7
C=CCC(=O)NC1CC(C)(C)Cc2c1cnn2-c1ccc(C)cc1 (centres undefined)	-0.4%	4%	9%	.	.	-5%	-0.4	69	0.1%	-7%	.	.	Dengue-2 NS5 capping pilot replicate=0.3
N#C/C(=N\Nc1ccccc1)C(=N)N1CCOCC1	0.6%	1%	7%	0	18	0%	0.6	60	0.9%[50 µM]	-2%	i	4
O=C(NCc1ccccc1OC(F)(F)F)C1CCC(=O)N(C2CC2)C1 (centres undefined)	-0.1%	-7%	-6%	.	.	1%	1.7	66	-0.1%	-5%	.	.
CCOc1cc(C(=O)NC(CC(=O)O)c2ccc(OC3CCCC3)cc2)cc(OCC)c1OCC (centres undefined)	1.2%	6%	6%	.	.	4%	0.0	88	0.1%	-7%	.	.
O=C(Nc1ccc(OCC(=O)N2CCC(Cc3ccccc3)CC2)cc1)c1ccco1	?	10%	5%	5	-8	1%	3.3	68	0.5%	-4%	i	-8
OC(CN1CCCCC1)Cn1c2ccccc2c2cc(Br)ccc21 (centres undefined)	18%	-1%	-2%	.	.	-5%	9.5	81	0.3%	-16%	.	.
O=C(c1ccccc1)c1ccc2nc(N3CCCCC3)c3nncn3c2c1	4.1%	-2%	3%	60*	51*	-6%	12	65	-0.8%	-1%	i	2
Cc1ccc(N2CC(C(=O)Nc3ccccc3C(=O)NC3CCCCC3)CC2=O)cc1 (centres undefined)	1.2%	-16%	1%	-14	7	-10%	-1.0	102	0.2%	-1%	i	1
COC(=O)C1=C(C)Nc2nc3ccccc3n2C1c1cc(OC)c(OC)c(OC)c1 (centres undefined)	1.1%	5%	7%	.	.	.	-0.3	42	.	-4%	.	.
CC(C)C(=O)c1cn(CC(=O)NCc2ccco2)c2ccccc12	2.5%	0%	11%	-24	21	0%	-0.2	67	0.4%	-3%	i	-5

Three entries out of the list, arranged by length of the SMILES, descending:
SMILES	RSV antiviral HEp-2	GPR35 antagonists	AID2073	WT yeast gro inh	WT yeast gro inh mutant strain	Dengue-2 NS5 capping	NTR1 agonist	NTR1 agonist cell count 20 µM	K1F lysis inhibition	LYP phosphatase	Autophagy mod	Autophagy mod cell loss 18 h	others
COC(=O)C1=C(C)Nc2nc3ccccc3n2C1c1cc(OC)c(OC)c(OC)c1 (centres undefined)	1.1%	5%	7%	.	.	.	-0.3	42	.	-4%	.	.
O=C(Nc1ccc(OCC(=O)N2CCC(Cc3ccccc3)CC2)cc1)c1ccco1	?	10%	5%	5	-8	1%	3.3	68	0.5%	-4%	i	-8
O=C(COc1ccc2ccc(=O)oc2c1)Nc1c(Cl)cccc1C(F)(F)F	0.8%	1%	4%	.	.	-8%	1.5	67	1.7%[50 µM]	-5%	.	.

Further entries.
SMILES	RSV antiviral HEp-2	GPR35 antagonists	AID2073	WT yeast gro inh	WT yeast gro inh mutant strain	Dengue-2 NS5 capping	NTR1 agonist	NTR1 agonist cell count 20 µM	K1F lysis inhibition	LYP phosphatase	Autophagy mod	Autophagy mod cell loss 18 h	others
COc1ccc(OC)c2c1sc(=NC(=O)C(C)(C)C)n2C	2.7%	-5%	6%	2	-7	1%	3.5	62	0.4%	-4%	i	14
CCOC(=O)N1CCN(Cc2cc(Cl)c3cccnc3c2O)CC1	-3.1%	4%	-36%	3	-7	.	6.0	40	.	-6%	i	11
CCCn1c(=O)[nH]c(=O)c2c1nc(-c1ccc(C#N)cc1)n2CCOC	1.9%	-11%	13%	.	.	0%	-1.1	51	0.1%	-19%	.	.
C=CCOc1nc(N(C)C)nc(N(C)C)n1	2.2%	2%	-2%	0	22	4%	-0.3	59	-0.3%	-2%	i	8
Cc1cccc(N(CC(=O)NC(C)(C)C)C(=O)CS(=O)CC(=O)Nc2ccc(F)cc2)c1 (centres undefined)	-0.5%	9%	1%	15	5	-3%	0.5	38	0.2%	-8%	i	-3
CCc1nc(N2CCN(C(=O)c3ccco3)CC2)c2oc3ccccc3c2n1	6.0%	13%	3%	27	4	-7%	.	.	-0.4%	-6%	i	-2
O=S(=O)(c1cc(F)ccc1F)N1CCN(C2CCCCC2)CC1	-0.3%	-3%	2%	.	.	-5%	-1.3	71	0.0%	-6%	.	.
